STAT1 activator – activators of IFN-gamma induced STAT1 signaling | NIH 3T3 STAT1-luciferase reporter, luminescence; 100% = IFN-gamma alone, no compound | activation (% of control), % at 5.5 µM | 200,000 tested, 2.6% active | AID 932;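 active = activation above the screen-wide mean activation plus 3 SD, cut at about 130% in these data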;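 note: raw ratio to IFN-gamma control signal so 100% means no change and 0% no light; values of inactives mirror those of a sister screen read the other way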
STAT3 inh – STAT3 signaling inhibition; U3A cells, IL-6 STAT3-luciferase reporter, luminescence; host cell line lacks STAT1; inhibition, % at 5.5 µM; 190,000 tested, 0.89% active;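 active = inhibition above the mean inhibition across all screened compounds plus 3 SD, cut at about 44% in these data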;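 note: 0% = DMSO only wells and 100% = 100 µM nifuroxazide control wells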
STAT3 act – STAT3 signaling activation; U3A cells, IL-6 STAT3-luciferase reporter, luminescence; 100% = signal with IL-6 EC80 alone; activation (% of control), % at 5.6 µM; 190,000 tested, 0.91% active;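 active = activation above the screen-wide mean of compound activation plus 3 SD, cut at about 130% in these data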;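 note: 0% = background luminescence of wells with medium and substrate only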
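Assay system – human STAT1-deficient U3A cells with stable STAT3-luciferase reporter · Also added – IL-6 (33 ng/mL) · Schedule – compound 1 h, then IL-6 6 h at 37 °C · Technique – reporter luminescence signal · Evaluation – % activation versus median of IL-6-stimulated wells · Benchmarks – IL-6-only wells as 100% reference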
APP 5'UTR act – activates APP 5'UTR luciferase reporter; SH-SY5Y APP 5'UTR luciferase reporter, luminescence; zero percent = DMSO vehicle wells; activation, % at 2 µM; 190,000 tested, 1% active;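 active = activation above a set limit, based on mean plus 3 SD of controls, cut at about 140% in these data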; note: values of inactives mirror those of a sister screen read the other way
Hsp70 activator – switches on Hsp70 transcription | 200,000 tested, 0.04% active | AID 1203 | activation, % at 10 µM | HeLa Hsp70 promoter luciferase reporter, luminescence; scaled: vehicle 0, proteasome-inhibitor control 100%;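 active = activation above the mean across all tested compounds plus 3 SD, cutoff set per campaign, cut at about 5.5% in these data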;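 note: 100% = MG132 at 30 µM as the positive control and 0% = DMSO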
FLuc inhib CS – Photinus pyralis luciferase inhibition counter-screen; P08659; ATPLite firefly luciferase biochemical luminescence, 10 min; inhibition, % at 10 µM; 200,000 tested, 1.5% active; AID 1006;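 active = inhibition above about 50% when tested at 10 µM, limit read from the data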
Target sequence (P08659 whole entry, looked up): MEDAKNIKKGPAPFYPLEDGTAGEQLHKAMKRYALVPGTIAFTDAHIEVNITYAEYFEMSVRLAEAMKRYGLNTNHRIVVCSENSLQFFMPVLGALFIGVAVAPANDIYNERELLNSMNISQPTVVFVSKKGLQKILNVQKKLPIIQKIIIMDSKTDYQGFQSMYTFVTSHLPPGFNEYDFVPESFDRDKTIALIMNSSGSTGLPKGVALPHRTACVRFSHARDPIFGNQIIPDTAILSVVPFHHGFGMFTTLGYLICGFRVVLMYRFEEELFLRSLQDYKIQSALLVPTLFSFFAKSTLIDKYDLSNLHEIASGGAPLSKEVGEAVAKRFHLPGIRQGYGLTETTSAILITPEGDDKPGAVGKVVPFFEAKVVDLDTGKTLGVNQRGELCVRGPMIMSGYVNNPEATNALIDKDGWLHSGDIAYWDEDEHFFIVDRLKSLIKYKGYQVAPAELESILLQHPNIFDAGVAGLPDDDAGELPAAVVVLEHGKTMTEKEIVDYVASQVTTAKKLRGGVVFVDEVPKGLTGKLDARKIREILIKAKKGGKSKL
RAM inhibit – blocks the yeast RAM network; S. cerevisiae dse1pr::URA3 reporter, 5-FOA growth OD615, 2 d; analog-sensitive cbk1-as2 kinase mutant strain; inhibition, % at 50 µM; 190,000 tested, 1.8% active; AID 868;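 active = inhibition above a set limit, 3 SD over mean compound inhibition, cut at about 8.4% in these data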;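 note: 0% = DMSO-only wells with no growth and 100% = 10 µM 1-NA-PP1 full growth; inhibition rescues growth on 5-FOA so higher OD means more RAM inhibition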
NF-kB neuron act – compounds increasing NF-kB expression in human neuronal cells; NF-kB reporter expression; stronger effect = higher value; fold change at 12.5 µM; 190,000 tested, 1.6% active; AID 1239; in the data active = fold change above about 3.3
APP transl inh – APP translation inhibition. SH-SY5Y APP 5'UTR-luciferase reporter, luminescence. inhibition, % at 2 µM. 190,000 tested, 0.82% active. AID 1285;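 active = inhibition above a set limit, derived from the sample mean plus 3 SD, cut at about 45% in these data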; note: values of inactives mirror those of a sister screen read the other way
STAT1 inh – inhibitors of IFN-gamma induced STAT1 signaling. 200,000 tested, 0.35% active. NIH 3T3 STAT1-luciferase reporter, luminescence. inhibition, % at 5.5 µM;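 active = inhibition above a set limit, the mean inhibition across all tested compounds plus 3 SD, cut at about 34% in these data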;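 note: 0% = IFN-gamma with DMSO and 100% = IFN-gamma with 300 µM nifuroxazide; values of inactives mirror those of a sister screen read the other way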
Starred values were filed as active, the others as inactive.

[1] CC(=O)N1CCN(c2nnnn2-c2ccccc2)CC1
[2] O=Cc1ccc(-c2nc3ccccc3s2)o1
[3] CC1(C)CC(=O)c2sc(NC(=O)CCS(=O)(=O)c3ccccc3)nc2C1
[4] COC(=O)c1oc2ccc(Br)cc2c1NC(=O)CCCN1C(=O)c2ccccc2C1=O
[5] COc1ccc(/C=C/C(=O)OCC(=O)NCc2cccs2)cc1OC
[6] Cc1ccnc(NS(=O)(=O)Cc2ccccc2)c1

Compound	1	2	3	4	5	6
STAT1 activator	97	130*	98	93	102	102
STAT3 inh	-2	23	-3	7	-10	5
STAT3 act	103	82	110	94	110	100
APP 5'UTR act	-3	143*	12	-12	1	6
Hsp70 activator	-0.1	-0.3	-0.3	-0.4	-0.2	0.0
FLuc inhib CS	-7	43	-2	0	-8	-9
RAM inhibit	0.3	-1.5	0.9	1.4	2.1	1.1
NF-kB neuron act	0.93	2.8	1.4	1.1	1	0.99
APP transl inh	3	-143	-12	12	-1	-6
STAT1 inh	1	-31	2	8	-2	-2

[7] CC(=O)Nc1cccc(NS(=O)(=O)c2ccccc2[N+](=O)[O-])c1
[8] Clc1ncc2[nH]cnc2n1
[9] CCOc1cccc(C(=O)NC(c2ccccc2)C(C)C)c1 (configuration not stated)
[10] Cc1cc2c3c(c1C)C1(C(=O)N3C(C)(C)CC2C)C(C#N)=C(N)OC2=C1C(=O)CC(C)(C)C2 (configuration not stated)
[11] CN1CC(=O)N(CC(=O)Nc2ccc(SC(F)F)cc2)C1=O
[12] CCCCNC(=O)c1ccc2nc(-c3ccco3)c(-c3ccco3)nc2c1

Compound	7	8	9	10	11	12
STAT1 activator	101	100	95	103	107	98
STAT3 inh	1	7	-5	-2	0	-1
STAT3 act	102	101	105	103	106	101
APP 5'UTR act	16	-2	10	3	32	10
Hsp70 activator	-0.3	-0.2	-0.1	-0.1	-0.3	0.2
FLuc inhib CS	-4	-6	-1	0	-6	1
RAM inhibit	-0.2	0.7	1.7	4.2	2.3	-0.5
NF-kB neuron act	1.1	1.2	1.1	1.1	1.1	0.78
APP transl inh	-16	2	-10	-3	-32	-10
STAT1 inh	-3	-3	3	-3	-8	3

Sorted by SMILES length (ascending): part of the list above.
[11] CN1CC(=O)N(CC(=O)Nc2ccc(SC(F)F)cc2)C1=O
[7] CC(=O)Nc1cccc(NS(=O)(=O)c2ccccc2[N+](=O)[O-])c1
[10] Cc1cc2c3c(c1C)C1(C(=O)N3C(C)(C)CC2C)C(C#N)=C(N)OC2=C1C(=O)CC(C)(C)C2 (configuration not stated)

Compound	11	7	10
STAT1 activator	107	101	103
STAT3 inh	0	1	-2
STAT3 act	106	102	103
APP 5'UTR act	32	16	3
Hsp70 activator	-0.3	-0.3	-0.1
FLuc inhib CS	-6	-4	0
RAM inhibit	2.3	-0.2	4.2
NF-kB neuron act	1.1	1.1	1.1
APP transl inh	-32	-16	-3
STAT1 inh	-8	-3	-3

(further entries)
[13] CCCc1cc(C(F)(F)F)c(C#N)c(=O)[nH]1
[14] COCCNS(=O)(=O)c1ccc(C)c(C)c1C
[15] Cc1ccc(S(=O)(=O)NN=C2CCN(Cc3ccccc3)CC2)cc1
[16] Cc1cc(C)nc(NC(=O)c2c(-c3ccccc3Cl)noc2C)n1
[17] COc1ccc(-c2csc(NC(=O)COC(=O)c3ccco3)n2)cc1
[18] Cc1nc(-c2ccc(Cl)cc2)sc1C(=O)CBr

Compound	13	14	15	16	17	18
STAT1 activator	105	100	103	91	125	113
STAT3 inh	8	11	-2	10	17	24
STAT3 act	94	98	106	95	88	86
APP 5'UTR act	10	8	3	-5	65	-5
Hsp70 activator	-0.3	0.0	-0.2	-0.2	0.0	-0.1
FLuc inhib CS	-3	-2	-9	-5	-3	-1
RAM inhibit	0.9	0.1	2.0	1.0	6.0	-0.2
NF-kB neuron act	1	0.7	1.1	1.1	2.3	1.4
APP transl inh	-10	-8	-2	5	-65	5
STAT1 inh	-4	0	-3	10	-28	-16

[19] CCCc1ccc(Oc2cc(Cl)nc(N)n2)cc1
[20] Nc1c(N2CCCC2)cc(Cl)c2nonc12
[21] Cc1cccc(C(CC(=O)O)n2cccc2)c1 (configuration not stated)
[22] CCOC(=O)c1cc2ccc(OC)c(OC)c2c(=O)s1
[23] CCOC(=O)c1cccc(NC(=O)C2CCCN2S(=O)(=O)c2cccc3cccnc23)c1 (configuration not stated)
[24] O=C(CSc1nnc(SCc2ccc(Cl)cc2)s1)N/N=C/c1ccccc1Cl

Compound	19	20	21	22	23	24
STAT1 activator	109	111	93	109	99	102
STAT3 inh	-18	2	0	11	-14	-23
STAT3 act	113	100	100	92	119	118
APP 5'UTR act	31	-3	-5	-4	1	-3
Hsp70 activator	-0.2	0.0	-0.2	3.3	0.0	-0.1
FLuc inhib CS	-3	-12	-1	-2	-6	6
RAM inhibit	2.9	1.9	0.0	0.8	0.8	0.0
NF-kB neuron act	1.8	0.95	0.93	1.9	0.61	0.97
APP transl inh	-31	3	5	4	-1	3
STAT1 inh	-10	-8	7	-7	1	-3

Four entries already listed, ordered by the value under STAT1 inh, ascending:
no. | smiles | STAT1 inh
20 | Nc1c(N2CCCC2)cc(Cl)c2nonc12 | -8
24 | O=C(CSc1nnc(SCc2ccc(Cl)cc2)s1)N/N=C/c1ccccc1Cl | -3
23 | CCOC(=O)c1cccc(NC(=O)C2CCCN2S(=O)(=O)c2cccc3cccnc23)c1 (configuration not stated) | 1
21 | Cc1cccc(C(CC(=O)O)n2cccc2)c1 (configuration not stated) | 7

Additional results:
[25] COc1ccc2[nH]cc(CCN3C(=O)CCC3=O)c2c1
[26] COc1ccccc1C(=O)N1CCN(S(=O)(=O)Cc2ccccc2)CC1
[27] CCN(CC)c1ccc(NC(=O)Nc2ccccc2C(F)(F)F)cc1
[28] CCN1C=C(C(=O)OC)C(c2cccc(OC)c2OC)C(C(=O)OC)=C1
[29] CCCN(CC1CC1)C(=S)Nc1ccccc1F
[30] COc1ccc(Cc2nnc(NC(C)=O)s2)cc1

Compound	25	26	27	28	29	30
STAT1 activator	107	99	109	98	86	97
STAT3 inh	17	2	-2	3	14	0
STAT3 act	91	103	101	103	93	102
APP 5'UTR act	2	2	28	0	7	7
Hsp70 activator	-0.3	0.2	-0.2	-0.3	0.2	-0.4
FLuc inhib CS	-8	-3	10	-1	-2	-3
RAM inhibit	-0.9	0.8	0.1	0.6	-0.4	0.0
NF-kB neuron act	1.1	0.98	1.1	1.8	1.3	0.95
APP transl inh	-2	-2	-28	0	-7	-7
STAT1 inh	-8	1	-10	1	13	2

[31] CC1CC(C)CN(C(=O)c2cn(C)c3ccc(S(=O)(=O)N(C)C)cc3c2=O)C1 (configuration not stated)
[32] COc1ccc(NC(=S)NC2CC3CCCC(C2)N3C2CC2)cc1 (configuration not stated)
[33] COc1ccc(S(=O)(=O)N2CCN(Cc3cccc(Cl)c3)CC2)cc1
[34] Cc1ccc(Nc2cc(-n3nc(C)cc3C)ncn2)c(C)c1
[35] CCc1nc(SCC#N)c(C#N)cc1C
[36] CCN(CC)S(=O)(=O)c1ccc(OC)c(NC(=O)C(C)Oc2ccc3c(C)cc(=O)oc3c2)c1 (configuration not stated)

Compound	31	32	33	34	35	36
STAT1 activator	99	98	100	90	102	105
STAT3 inh	5	-3	-3	21	22	4
STAT3 act	104	106	102	87	85	100
APP 5'UTR act	-5	-20	-2	1	-1	-3
Hsp70 activator	-0.1	-0.3	0.2	-0.2	-0.4	-0.2
FLuc inhib CS	-7	-3	0	-8	0	-2
RAM inhibit	-0.7	1.0	0.3	9.1*	2.2	4.8
NF-kB neuron act	1	0.94	1.3	1.3	1.1	0.49
APP transl inh	5	20	2	-1	1	4
STAT1 inh	1	2	0	11	-6	-5

[37] Nc1nnc(Sc2ncccc2[N+](=O)[O-])s1
[38] CNC(=O)C(=O)NCC1OCCN1S(=O)(=O)c1ccc([N+](=O)[O-])cc1 (configuration not stated)
[39] O=C(NCc1ccc2c(c1)OCO2)C1(S(=O)(=O)c2ccccc2)CC1
[40] CCN1CCN(c2cc3nc(C)n(Cc4ccccc4)c(=O)c3cc2NC(=O)c2ccccc2F)CC1
[41] CCCCN(CC)CCNC(=O)CCNC(=O)Cn1ccc2ccccc2c1=O
[42] CN1CCN(CC(=O)Nc2ccc(Oc3ccccc3)cc2)CC1

Compound	37	38	39	40	41	42
STAT1 activator	76	105	105	95	104	106
STAT3 inh	8	-7	0	-1	0	8
STAT3 act	101	103	101	103	107	95
APP 5'UTR act	-12	-3	16	-38	-11	-1
Hsp70 activator	-0.3	-0.1	0.5	0.4	0.0	-0.1
FLuc inhib CS	-4	-4	-5	-6	-10	6
RAM inhibit	2.6	2.5	-0.2	2.1	2.9	0.4
NF-kB neuron act	0.99	1.1	1.2	0.8	0.93	0.93
APP transl inh	12	3	-16	38	11	1
STAT1 inh	26	-5	-5	6	-6	-7

[43] CC(C)CCn1nnnc1C(c1ccccc1F)N1CCC(C(N)=O)CC1 (configuration not stated)
[44] CCOC(=O)CCC(=O)N(CCN(C(=O)CCC(=O)OCC)c1ccccc1)c1ccccc1
[45] COc1cccc(C(=O)NCC2CCN(c3ccc(S(=O)(=O)N4CCOCC4)cc3)CC2)c1
[46] CN1CCN(c2ccc([N+](=O)[O-])cc2NC(=O)c2ccccc2Cl)CC1
[47] O=C(O)c1ccc2c(c1)NC(=O)C(N1CCCC1)S2 (configuration not stated)
[48] Cn1c(=O)n(C)c2cc(S(=O)(=O)Nc3cc(Cl)ccc3O)ccc21

Compound	43	44	45	46	47	48
STAT1 activator	102	88	87	113	97	86
STAT3 inh	12	6	7	5	7	25
STAT3 act	95	99	96	101	96	84
APP 5'UTR act	23	18	0	3	4	10
Hsp70 activator	0.0	-0.1	0.0	-0.5	0.1	-0.3
FLuc inhib CS	-5	-1	-3	-4	-2	-14
RAM inhibit	1.3	1.5	2.2	0.4	0.0	0.9
NF-kB neuron act	1.2	1.1	0.66	1	1.4	1.1
APP transl inh	-22	-18	0	-3	-4	-10
STAT1 inh	-1	14	14	-14	3	13

[49] N#CCCCN1C(=O)C(=C(C#N)C#N)c2ccccc21
[50] O=C(O)CCc1ccc(-c2cccs2)n1NC(=O)c1ccc(Cl)cc1Cl
[51] COC(=O)c1ccc(CO/N=C2\CCCc3nonc32)cc1
[52] Cn1c(Cc2cccc3ccccc23)nnc1SCc1ccc([N+](=O)[O-])cc1
[53] O=C(N/N=C/c1ccc(Cl)cc1)C1CC12CCC2 (configuration not stated)
[54] CCOc1ccc(-c2noc(=O)[nH]2)cc1

Compound	49	50	51	52	53	54
STAT1 activator	95	98	139*	93	124	113
STAT3 inh	-2	-8	7	23	-1	-4
STAT3 act	106	104	99	83	103	108
APP 5'UTR act	-11	-4	17	13	30	9
Hsp70 activator	0.0	-0.1	-0.2	-0.4	-0.2	0.0
FLuc inhib CS	-4	-3	-2	-6	0	4
RAM inhibit	-1.0	2.4	-0.2	0.1	1.0	-0.5
NF-kB neuron act	1	1.2	1.2	0.81	3	1.3
APP transl inh	11	4	-17	-13	-30	-9
STAT1 inh	4	2	-46	8	-28	-14
